# BoNT-A LC inh2: BoNT/A light chain protease inhibitors, primary screen, biochemical, flow cytometry, MLPCN library; Botulinum neurotoxin type A light chain protease (Clostridium botulinum A str. ATCC 3502); multiplex microsphere protease substrate cleavage; 360,000 compounds, 0.17% hits; inhibition, % at 10 µM; further: plate controls were buffer without enzyme for full effect and enzyme alone for no effect
# Vc quorum ag: inducers of Vibrio cholerae quorum light production without autoinducers, primary screen, BH1578 luxS cqsA deficient, single point; V. cholerae BH1578 lux reporter, luminescence, 6 h; activation, % at 18.7 µM; 350,000 compounds, 0.16% hits; in the data active means activation mostly above about 9.7%, no sharp cut-off; inconclusive means no clear call, values can overlap the other calls; inactive means mostly below about 3.7%; further: not every result past the cut was called active; inactives centre near 0; reference of the scale not given here
# TcdB GH inh: TcdB glycohydrolase inhibitors, primary screen, biochemical, single point, plate reader; Toxin B (Clostridioides difficile), P18177; TcdB glycohydrolase enzymatic assay; inhibition, % at 9.99 µM; 350,000 compounds, 0.24% hits; AID 652162, 2013; in the data active means inhibition above about 10%
# SARS 3CLpro inh: SARS-CoV 3CLpro protease inhibitors, primary screen, biochemical, quenched FRET | Replicase polyprotein 1ab (Severe acute respiratory syndrome coronavirus), P0C6X7 | recombinant SARS-CoV 3CLpro, quenched FRET peptide cleavage | inhibition, % at 6 µM | 290,000 compounds, 0.14% hits; in the data active means inhibition above about 12%
# PfHsp40 rescue: rescue of yeast from PfHsp40 toxicity, primary screen, S. cerevisiae, ATP luminescence; 340,000 compounds, 0.68% hits; S. cerevisiae expressing PfHsp40, growth rescue; growth rescue, % at 12.5 µM; AID 504582, 2011; in the data active means growth rescue above about 28%, passing the limit was not always enough; inconclusive means no clear call, values can overlap the other calls;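 further: yeast W303a lacking pdr1 and pdr3 grown in galactose medium; growth measured after three days at 30 °C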
# PrPC surface inh: inhibitors of human cell surface prion protein PrPC, primary screen, cell-based, TR-FRET; AID 720596, 2013; inhibition, % at 13.8 µM; TR-FRET read-out; 370,000 compounds, 0.43% hits; Major prion protein (Homo sapiens), P04156; in the data active means inhibition above about 24%; further: 0% = median of the test wells and 100% = reference compound wells
# SSB-PriA inh: inhibitors of Klebsiella pneumoniae PriA binding to SSB C-terminal tail, primary screen, biochemical, AlphaScreen; PriA–SSB C-terminal tail interaction (Klebsiella pneumoniae); AlphaScreen SSBct-PriA binding, biotinylated peptide; inhibition, % at 33 µM; 430,000 compounds, 0.6% hits; in the data active means inhibition mostly above about 37%, no sharp cut-off; inactive means mostly below about 20%;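 further: plate controls were negative control peptide for no effect and reference peptide for full effect; strong numbers were not always called active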
# Yp Topo-I inh: Yersinia pestis topoisomerase I inhibitors, primary screen, biochemical, cleavage product accumulation, plate reader, single point | Y. pestis Topo-I cleavage product accumulation | activity, % at 10 µM | 360,000 compounds, 0.064% hits | AID 504884, 2011; in the data active means activity above about 50%, passing the limit was not always enough; inconclusive means no clear call, values can overlap the other calls; further: inactives centre near 2
# Anthrax LF inh2: Bacillus anthracis LF protease inhibitors, primary screen, biochemical, multiplex microsphere, MLPCN library | Lethal factor (Bacillus anthracis), P15917 | inhibition, % at 10 µM | AID 588501, 2011 | multiplex microsphere protease cleavage assay | 360,000 compounds, 0.12% hits; further: plate controls were buffer without enzyme for full effect and enzyme alone for no effect
# Target sequence (P15917 whole entry, looked up): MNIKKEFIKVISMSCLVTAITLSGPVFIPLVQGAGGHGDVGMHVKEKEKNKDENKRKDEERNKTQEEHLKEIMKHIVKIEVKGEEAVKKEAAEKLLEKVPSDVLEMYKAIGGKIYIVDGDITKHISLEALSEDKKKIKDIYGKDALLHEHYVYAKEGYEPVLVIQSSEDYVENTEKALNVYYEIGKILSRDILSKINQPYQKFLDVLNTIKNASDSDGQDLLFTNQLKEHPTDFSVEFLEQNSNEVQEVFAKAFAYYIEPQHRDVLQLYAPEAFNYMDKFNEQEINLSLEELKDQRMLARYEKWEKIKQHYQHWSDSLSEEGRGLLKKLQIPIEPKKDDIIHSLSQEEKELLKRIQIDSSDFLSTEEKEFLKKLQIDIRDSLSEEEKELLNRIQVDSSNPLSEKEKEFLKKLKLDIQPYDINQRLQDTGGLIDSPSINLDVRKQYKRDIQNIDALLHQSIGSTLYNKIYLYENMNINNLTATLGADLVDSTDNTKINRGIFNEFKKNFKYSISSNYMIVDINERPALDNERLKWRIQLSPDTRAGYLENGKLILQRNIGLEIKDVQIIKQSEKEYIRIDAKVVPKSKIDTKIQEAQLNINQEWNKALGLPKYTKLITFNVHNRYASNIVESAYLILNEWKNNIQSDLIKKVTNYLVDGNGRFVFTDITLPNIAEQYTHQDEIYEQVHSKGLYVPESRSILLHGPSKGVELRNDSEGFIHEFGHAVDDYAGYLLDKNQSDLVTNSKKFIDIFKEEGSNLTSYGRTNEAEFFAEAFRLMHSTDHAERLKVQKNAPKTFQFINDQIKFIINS
# Starred values were filed as active, the others as inactive; i = inactive; u = inconclusive; x = not tested or not shown; & = joins results of further samples. Unless noted, no stated cut-off is given here; in the data, active means inhibition above about 30%; inconclusive means no clear call, values can overlap the other calls; inactive means below that. This is a subset, so the mix of outcomes need not match the whole.
no.	Molecule	BoNT-A LC inh2	Vc quorum ag	TcdB GH inh	SARS 3CLpro inh	PfHsp40 rescue
1	CC(=O)NCCC(=O)Nc1nc2c(ccc3ccccc32)s1	-2.6	-0.2	1.0	0.5	1.3
2	O=C(Nc1ccnc(-c2cccnc2)n1)c1ccc(Cl)cc1	-1.0	-0.4	x	-1.6	0.5
3	NC(=O)CC(NC(=O)Cc1ccc(Br)cc1)c1ccc(N2CCC(N3CCCCC3)CC2)c([N+](=O)[O-])c1 (stereo unspecified)	-0.5	3.0	2.0	-0.6	-1.8
4	Cc1ccc(Nc2cc(=O)[nH]c(=O)[nH]2)cc1C	-0.6	-0.9	-0.3	-0.3	-1.5
5	CC(C)CCn1c(=O)c2c(nc3n2CCCN3Cc2ccccc2)n(C)c1=O	-1.7	i	0.6	-3.3	0.8
6	COc1ccc(/C=C2\Oc3cc(OCC(=O)N4CC(O)C[C@H]4C(=O)O)ccc3C2=O)c(OC)c1OC (stereo partly specified)	0.1	-0.5	0.4	2.0	1.8
7	CCCNc1ccc(S(=O)(=O)N(C(C)C)C(C)C)cn1	0.0	-0.8	x	-2.0	-1.7
8	O=C(Cc1ccc([N+](=O)[O-])cc1)Oc1ccccc1	-0.4	0.8	1.1	x	-0.2
9	NC1=NC(=O)/C(=C/c2ccsc2)S1	-1.1	-0.2	1.7	-0.3	-0.9
10	O=C(CCCN1C(=O)c2ccccc2C1=O)Nc1ccccc1	u	i	1.3	6.6	2.8
11	O=C(CCSc1ccc(F)cc1)Nc1ccc(-n2cnnn2)cc1	-0.6	-0.3	x	-2.1	1.7
12	Cc1ccc(C(=O)CSC2=NC(N)=C(C#N)C3(CCCCC3)C2C(N)=O)cc1 (stereo unspecified)	0.7	x	x	0.6	-0.4
13	Cc1ccc(Oc2ccccc2NC(=O)CN2C(=O)NC3(CCCC3)C2=O)cc1	-0.6	i	1.0	-0.2	1.7
14	CC(=O)OC1CC[C@@]2(C)C(=CC(=O)C3C4CCC(OC(C)=O)[C@@]4(C)CCC32)C1 (stereo partly specified)	-1.3	-0.2	0.4	x	-0.9
15	O=C(CSc1nnc(-c2ccccc2O)o1)NC1CCCCC1	-0.2	-0.2	1.1	2.6	-0.2

no.	PrPC surface inh	SSB-PriA inh	Yp Topo-I inh	Anthrax LF inh2
1	3.3	-14.8	-9.2	-0.8
2	5.6	7.2	4.2	-3.8
3	-13.0	-4.2	-1.3	0.3
4	8.0	-0.4	4.4	-2.6
5	14.3	-14.4	26.4	-2.7
6	-51.5	-4.3	-3.9	2.4
7	0.2	-9.3	-3.0	-2.1
8	-1.4	5.0	5.5	-3.5
9	-17.2	3.5	5.6	-6.4
10	1.1	-1.6	-5.3	-13.6
11	11.1	-17.6	0.8	-1.3
12	-5.1	5.6	-4.3	-0.8
13	2.7	-3.1	-5.8	3.5
14	0.6	0.1	-2.6	-2.7
15	-4.9	2.7	3.2	0.0

# 4 of these compounds in a different format:
entry	Structure	BoNT-A LC inh2	Vc quorum ag	TcdB GH inh	SARS 3CLpro inh	PfHsp40 rescue	PrPC surface inh	SSB-PriA inh	Yp Topo-I inh	Anthrax LF inh2
5	CC(C)CCn1c(=O)c2c(nc3n2CCCN3Cc2ccccc2)n(C)c1=O	-1.7	i	0.6	-3.3	0.8	14.3	-14.4	26.4	-2.7
6	COc1ccc(/C=C2\Oc3cc(OCC(=O)N4CC(O)C[C@H]4C(=O)O)ccc3C2=O)c(OC)c1OC (stereo partly specified)	0.1	-0.5	0.4	2.0	1.8	-51.5	-4.3	-3.9	2.4
7	CCCNc1ccc(S(=O)(=O)N(C(C)C)C(C)C)cn1	0.0	-0.8	x	-2.0	-1.7	0.2	-9.3	-3.0	-2.1
8	O=C(Cc1ccc([N+](=O)[O-])cc1)Oc1ccccc1	-0.4	0.8	1.1	x	-0.2	-1.4	5.0	5.5	-3.5

# The list continues.
no.	Molecule	BoNT-A LC inh2	Vc quorum ag	TcdB GH inh	SARS 3CLpro inh	PfHsp40 rescue
16	O=C(/C=C/c1ccccc1)N(Cc1ccc(Cl)cc1)C1CCS(=O)(=O)C1 (stereo unspecified)	-1.4	i	0.5	-0.2	x
17	COc1ccccc1-n1ccnc(SCC(=O)NCc2ccccc2)c1=O	1.2	-6.2	-2.8	x	-1.6
18	O=C(Nc1ccccn1)C1CCN(C(=O)c2ccc(Cl)cc2)CC1	-0.2	-0.4	0.2	x	x
19	O=C(O)C(Oc1ccc2c(c1)oc(=O)c1ccccc12)c1ccccc1 (stereo unspecified)	0.1	i	0.2	5.9	12.8
20	O=C(Nc1cc(Cl)ccc1-n1cncn1)C1CC1	4.2	-3.7	1.1	x	1.5
21	CCCCN1C(=O)C(CC(=O)NCCCCc2ccccc2)CC(C(=O)N(C(C)C)C(C)C)=C1C (stereo unspecified)	0.5	2.0	2.1	x	x
22	COCC1CCCN(Cc2nc(C(c3ccccc3)c3ccccc3)no2)C1 (stereo unspecified)	-1.1	i	0.1	0.7	-0.6
23	CN(CCNC(=O)c1cn(C)c2ccc(S(=O)(=O)N(C)C)cc2c1=O)CCc1ccccc1	-0.5	-0.4	0.8	0.8	-0.8
24	Cc1nc(SCC(=O)NC2CCS(=O)(=O)C2)c(C#N)c(C)c1C (stereo unspecified)	-2.4	0.6	0.8	x	0.3
25	CCCC(=O)Nc1cc(-c2nnc(OC)c3ccccc23)ccc1N1CCOCC1	-1.0	1.4	x	-6.6	-0.6
26	CCn1c(C)[n+](CC)c2ccc(S(=O)(=O)N(C)C)cc21	-0.7	-0.1	0.9	0.0	-0.4
27	O=C(Nc1cccn(Cc2c(F)cccc2Cl)c1=O)NC1CCCCC1	-0.5	i	1.1	6.4	0.7
28	Cc1ccnc(NC(=O)CCC(=O)N(CC(=O)NC(C)(C)C)c2ccc3c(c2)OCCO3)c1	-1.8	0.0	0.8	3.1	0.5
29	CCOc1ccc(OCC(=O)Nc2nccs2)cc1	-0.5	-1.0	x	-0.5	-0.1
30	O=S(=O)(N[C@H](CO)Cc1ccccc1)c1ccc(Br)cc1F	-0.2	i	1.9	x	1.3

no.	PrPC surface inh	SSB-PriA inh	Yp Topo-I inh	Anthrax LF inh2
16	1.7	-8.0	-6.9	9.5
17	-8.9	-1.2	-5.4	-0.6
18	4.3	x	-0.9	-1.5
19	-3.3	1.8	1.8	6.0
20	-5.1	1.4	-6.9	1.2
21	-0.4	x	48.2	-1.1
22	9.8	-20.4	4.3	-0.8
23	-0.3	-2.6	-5.3	-6.6
24	7.8	5.3	-6.3	u
25	4.1	-9.7	27.8	-2.1
26	-4.4	-11.9	3.2	-7.1
27	17.2	-1.2	3.8	-7.2
28	-0.1	-10.1	-1.0	1.8
29	x	4.9	9.7	-1.0
30	-4.4	-4.4	3.8	-2.6

no.	Molecule	BoNT-A LC inh2	Vc quorum ag	TcdB GH inh	SARS 3CLpro inh	PfHsp40 rescue
31	COC(=O)c1cnc2c(c(C)nn2C)c1OC	3.7	0.4	0.3	-2.2	0.1
32	COc1cc(NS(=O)(=O)c2ccc(C)cc2)ccc1-n1cnnn1	1.6	i	x	-1.5	0.0
33	CCCCN1CNC(=S)N(c2cc(C)ccc2C)C1	0.1	i	x	1.1	1.2
34	COC(=O)CCC(=O)OC	0.6	-0.3	-0.1	x	-1.2
35	Cc1ccc(-c2noc(-c3ccccc3C(=O)N3CCN(C)CC3)n2)cc1	-0.2	-0.7	x	-6.8	0.7
36	CCOc1ccc(NC(=O)COC(=O)Cc2ccc(S(=O)(=O)N3CCOCC3)s2)cc1	0.2	-0.7	x	-3.0	-1.4
37	CCn1c(=O)c(=O)[nH]c2cc(C(=O)NCc3ccc(F)cc3)ccc21	-0.4	-0.5	0.7	-4.8	-0.7
38	Cc1ccc(S(=O)(=O)CCC(=O)OCC(=O)Nc2cc(C)on2)cc1	0.0	i	x	3.7	-1.9
39	OC(COc1ccc(F)cc1)CN1CCN(CC(O)COc2ccc(F)cc2)CC1 (stereo unspecified)	1.1	-0.5	-5.0	-0.6	x
40	O=C(Nc1ccccc1)Nc1ccc(Cl)c([N+](=O)[O-])c1	0.7	-0.3	1.9	0.3	1.4
41	CCOC(=O)c1ccc(NC(=O)c2cc3c(C)nn(-c4ccccc4Cl)c3s2)s1	-0.1	-0.6	1.0	4.0	-0.3
42	C=CCN=C1CCCc2c1[nH]c1ccc(C)cc21	1.3	i	0.4	3.6	-1.6
43	Cc1noc(C)c1S(=O)(=O)Nc1cccc(CO)c1	-4.2	-0.1	2.0	-2.9	1.0
44	O=C(NC(=S)N1CCCCC1c1cccnc1)c1ccc(Br)cc1 (stereo unspecified)	-1.5	-0.6	1.9	-2.9	-0.5
45	Cc1ccc(Cc2c(-c3ccccc3)nc3c(Cl)cc(C(F)(F)F)cn23)cc1	0.2	x	1.2	x	x

no.	PrPC surface inh	SSB-PriA inh	Yp Topo-I inh	Anthrax LF inh2
31	-3.8	-7.8	2.5	-8.9
32	0.9	2.3	2.3	4.1
33	-2.8	-1.7	-6.4	-0.3
34	0.1	-10.1	-3.7	5.0
35	5.8	-4.5	2.2	-1.6
36	-4.4	4.6	-0.6	-1.7
37	7.4	-10.0	8.7	1.2
38	2.0	-16.9	-5.0	1.6
39	5.2	-17.7	-0.6	-6.8
40	3.3	9.1	-4.4	-1.1
41	-5.3	-4.9	-2.3	2.5
42	1.6	16.5	4.7	4.2
43	-1.6	-4.3	-1.6	-1.7
44	-11.1	-4.1	3.1	-1.0
45	4.1	x	x	-11.3

no.	Molecule	BoNT-A LC inh2	Vc quorum ag	TcdB GH inh	SARS 3CLpro inh	PfHsp40 rescue
46	CC1CCCCC12NC(=O)N(CC(=O)NCCc1ccc(F)cc1)C2=O (stereo unspecified)	0.3	i	-4.5	x	-1.0
47	O=C(CSc1nnc(-c2cccs2)o1)OC1CCCCC1	0.2	i	x	-2.3	1.2
48	Cc1nn(-c2ccccc2)c(C)c1NC(=O)COc1ccccc1C#N	0.3	-0.3	-0.7	x	x
49	CC(Nc1ccc(S(=O)(=O)N2CCN(C)CC2)cc1[N+](=O)[O-])c1ccccc1 (stereo unspecified)	2.2	i	2.0	x	0.6
50	CCCCC(CC)COC(=O)C(C#N)=C(c1ccccc1)c1ccccc1 (stereo unspecified)	-0.3	-0.4	0.5	x	-1.4
51	O=C(COC(=O)c1cc(Cl)ccc1O)NCC1CCCO1 (stereo unspecified)	-2.4	1.7	1.9	x	0.1
52	O=S(=O)(NCC(c1ccccc1)N1CCNCC1)c1ccc(Cl)cc1 (stereo unspecified)	-2.4	-11.4	x	-1.7	1.1
53	COc1cc(S(=O)(=O)n2ccc(C)n2)ccc1Cl	3.6	i	1.5	0.7	-1.8
54	CN(CC(=O)Nc1cccc(F)c1)C(=O)C1CCN(C(=O)c2ccc(Cl)cc2)CC1	0.4	i	-2.5	x	0.4
55	C[N+](C)(C)c1ccc(/C=N/Nc2nc(Cl)c(C#N)c(Cl)c2Cl)cc1	2.7	-0.7	x	-2.2	-0.2

no.	PrPC surface inh	SSB-PriA inh	Yp Topo-I inh	Anthrax LF inh2
46	-4.0	-13.4	3.1	-1.3
47	-4.0	-28.1	2.3	-5.0
48	-4.7	x	-9.6	-3.0
49	-10.4	17.0	26.9	7.9
50	-4.0	-4.1	30.1	-1.3
51	-6.4	-7.3	-0.4	-0.6
52	-19.8	2.6	2.5	-1.9
53	-1.4	5.5&-15.0	-3.1	10.5
54	-1.8	12.4	14.5	-11.9
55	1.6	x	-14.6	-1.3

# Compound activity from PubChem.
